Screening data deposited in PubChem BioAssay by several laboratories.
CendR NRP1 mod = NRP-1/CendR interaction modulation; O14786; FAM-RPARPAR peptide binding to NRP-1, fluorescence polarization; inhibition, % at 25 µM; 360,000 tested, 0.85% active;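 active = inhibition or corrected inhibition above about 18%, plus a signal ratio from 0.5 to 1.5, limit read from the data, passing the limit was not always enough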; also: strong numbers were not always called active
SUMO1 PPI mod = SUMO1-SIM interaction modulation | P63165 | SUMO1 binding to a labelled peptide, TR-FRET, 1 h | inhibition, % at 20 µM | AID 602429 | 360,000 tested, 0.33% active; in the data active = inhibition above about 37%
Target sequence (P63165 whole entry, looked up): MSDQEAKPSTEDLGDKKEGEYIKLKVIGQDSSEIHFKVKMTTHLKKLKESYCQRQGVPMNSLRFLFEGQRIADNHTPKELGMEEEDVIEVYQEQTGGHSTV
STEP inh = STEP (human) phosphatase inhibition; P54829; recombinant STEP, OMFP fluorogenic substrate, fluorescence; inhibition, % at 20 µM; 360,000 tested, 0.25% active;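 active = inhibition at 20 µM, scaled per plate between control wells, above about 37%, limit read from the data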;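 also: 0% = DMSO with enzyme and substrate and 100% = substrate only without enzyme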
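System: STEP phosphatase, cell-free reaction; Buffer or medium: Bis-Tris pH 6.0 buffer with DTT, detergent; Incubation: 20 min at room temperature, dark; Measured by: fluorescence, 480/540 nm.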
SKN-1 inh = C. elegans SKN-1 inhibition. 360,000 tested, 0.49% active. C. elegans VP596 Pgst-4::GFP/RFP ratio, acrylamide-induced, 24 h. inhibition, % at 21.8 µM. AID 624304;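 active = interference check ratio from 0.5 to 1.5 plus GFP to RFP signal ratio inhibition reaching or exceeding a fixed threshold, cut at about 30% in these data, passing the limit was not always enough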; also: some compounds called inactive have numbers as strong as hits
NadD block = NadD (S. aureus) enzyme inhibition; purified NadD enzyme, colorimetric absorbance read-out; inhibition, % at 20 µM; 360,000 tested, 0.78% active; AID 602399; in the data active = inhibition above about 26%; also: some compounds past the cut are filed as inactive
LMPTP inh = LMPTP (human) inhibition | recombinant LMPTP-A, OMFP fluorogenic substrate, fluorescence intensity | inhibition, % at 20 µM | 360,000 tested, 0.22% active;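 active = compounds that cut the enzyme signal by at least half of the control window in the single-dose screen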;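 also: plate controls were DMSO wells with enzyme plus substrate for no effect and substrate without enzyme for full effect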
Target sequence (P24666 whole entry, looked up): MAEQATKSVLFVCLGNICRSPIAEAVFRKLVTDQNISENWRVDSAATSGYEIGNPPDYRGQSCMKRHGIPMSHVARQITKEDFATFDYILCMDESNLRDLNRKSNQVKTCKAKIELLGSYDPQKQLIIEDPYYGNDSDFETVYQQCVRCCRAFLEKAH
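Test system: LMPTP-A phosphatase enzyme. Amount: LMPTP-A at 0.625 nM final in the reaction. Reagent: OMFP substrate, 400 µM final. Times: 50 min at room temperature. Signal: endpoint fluorescence intensity from OMFP dephosphorylation. Read-out basis: % inhibition. Benchmarks: no-enzyme and uninhibited controls.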
Neddylation inh = blocks human cullin neddylation; P61081+Q13564; TR-FRET cullin neddylation, biochemical; calls only at 25 µM; 360,000 tested, 0.58% active; AID 651699; in the data active = inhibition above about 36%
Target sequence (P61081 whole entry, looked up): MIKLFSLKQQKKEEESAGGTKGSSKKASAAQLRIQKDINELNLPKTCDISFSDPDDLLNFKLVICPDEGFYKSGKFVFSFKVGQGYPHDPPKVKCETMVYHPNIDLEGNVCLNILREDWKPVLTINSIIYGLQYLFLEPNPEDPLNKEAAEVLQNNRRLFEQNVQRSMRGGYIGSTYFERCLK
Target sequence (Q13564 whole entry, looked up): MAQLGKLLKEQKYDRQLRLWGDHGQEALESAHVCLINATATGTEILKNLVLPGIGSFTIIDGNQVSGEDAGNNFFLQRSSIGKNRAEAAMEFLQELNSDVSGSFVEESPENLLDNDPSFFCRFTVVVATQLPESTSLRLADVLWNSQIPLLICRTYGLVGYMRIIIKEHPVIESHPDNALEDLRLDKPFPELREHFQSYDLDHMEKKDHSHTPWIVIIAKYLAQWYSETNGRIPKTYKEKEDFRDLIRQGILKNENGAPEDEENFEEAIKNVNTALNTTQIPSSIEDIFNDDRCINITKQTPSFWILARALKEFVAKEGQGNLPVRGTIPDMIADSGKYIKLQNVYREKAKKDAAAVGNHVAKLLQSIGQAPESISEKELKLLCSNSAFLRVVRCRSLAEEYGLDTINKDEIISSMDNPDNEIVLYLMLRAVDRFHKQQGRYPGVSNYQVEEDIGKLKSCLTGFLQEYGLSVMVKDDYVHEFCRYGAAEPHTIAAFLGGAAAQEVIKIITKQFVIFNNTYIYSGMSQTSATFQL
TbMetRS inhib = Trypanosoma brucei MetRS inhibition. AID 624268. inhibition, % at 11.9 µM. purified T. brucei MetRS, ATP depletion, Kinase-Glo luminescence. 360,000 tested, 0.4% active;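 active = inhibition above a per-plate cutoff of the control wells' mean inhibition plus 3 SD, cut at about 5.5% in these data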;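 also: 0% = DMSO wells median and 100% = median of wells with control inhibitor compound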
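Test system – parasite MetRS enzyme · Reagent – substrates ATP, L-methionine and bulk Escherichia coli tRNA · Doses – 11.9 µM compound single dose, 0.9% DMSO · Times – 15 min enzyme-compound preincubation, 2 h reaction, 10 min detection, 25 °C · Signal – Kinase-Glo luminescence, ATP depletion format · Controls – DMSO-only wells as low control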
Scp-1 inhibitor = Scp-1 (human) phosphatase inhibition. Q9GZU7. Recombinant Scp1, phosphopeptide, malachite green phosphate absorbance. inhibition, % at 20 µM. 340,000 tested, 0.88% active;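 active = inhibition above about 50% at 20 µM, limit read from the data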;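 also: plate controls were DMSO wells with enzyme for no effect and wells lacking enzyme for full effect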
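Times: enzyme reaction 45 min at room temperature, colour 5 min, stabilisation 30 min. Material: SCP-1 catalytic fragment, aa 76-261. Medium: Acidic Tris acetate buffer with magnesium and detergent. Signal: colorimetric free-phosphate detection, absorbance 630 nm. Read-out basis: % inhibition of SCP-1 phosphate liberation. Reagent: Phosphorylated 17-residue peptide substrate.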
DNMT1 block = inhibitors of human DNMT1; P26358; DNMT1 molecular beacon, Hinp1I cleavage, fluorescence; inhibition (reported as % activation of signal), % at 10 µM; 360,000 tested, 0.83% active; AID 588458; in the data active = inhibition above about 50%
Numbers without * were called inactive; i = inactive; / = not tested or not shown.

Start of the data: the first five entries (preview)
1. CCN1C(C)=C(C)S/C1=C1\SC(=S)N(C2CCCCC2)C1=O
2. Cc1cccc(/C=C2/SC(=O)N(Cc3ccccc3Cl)C2=O)n1
3. Cc1cccc(CN2CCN(Cc3ccc4nonc4c3)CC2CCO)n1 (stereo unspecified)
4. CCOc1ccc(-c2cc(C(=O)OC)[nH]n2)cc1
5. O=C(CNC(=O)c1ccc(Br)o1)Nc1ccc(N2CCCCCC2)cc1
assay / entry,1,2,3,4,5
CendR NRP1 mod,-62,1,-6,1,0
SUMO1 PPI mod,0,4,-23,7,9
STEP inh,0,4,1,2,-4
SKN-1 inh,-10,6,4,19,-1
NadD block,3,2,-6,-1,-1
LMPTP inh,0.8,0.8,-1.1,-1.1,1.2
Neddylation inh,i,i,i,i,i
TbMetRS inhib,-0.3,-0.5,-1.0,-0.4,-0.3
Scp-1 inhibitor,-7,9,15,-3,-6
DNMT1 block,9,2,-4,3,-10

Results, previewed entries included:
1. CCN1C(C)=C(C)S/C1=C1\SC(=S)N(C2CCCCC2)C1=O
2. Cc1cccc(/C=C2/SC(=O)N(Cc3ccccc3Cl)C2=O)n1
3. Cc1cccc(CN2CCN(Cc3ccc4nonc4c3)CC2CCO)n1 (stereo unspecified)
4. CCOc1ccc(-c2cc(C(=O)OC)[nH]n2)cc1
5. O=C(CNC(=O)c1ccc(Br)o1)Nc1ccc(N2CCCCCC2)cc1
6. O=C(O)CCC(=O)N1N=C(c2ccccc2)CC1c1ccc2nccnc2c1 (stereo unspecified)
assay / entry,1,2,3,4,5,6
CendR NRP1 mod,-62,1,-6,1,0,-7
SUMO1 PPI mod,0,4,-23,7,9,-8
STEP inh,0,4,1,2,-4,-1
SKN-1 inh,-10,6,4,19,-1,-1
NadD block,3,2,-6,-1,-1,1
LMPTP inh,0.8,0.8,-1.1,-1.1,1.2,-1.5
Neddylation inh,i,i,i,i,i,i
TbMetRS inhib,-0.3,-0.5,-1.0,-0.4,-0.3,0.0
Scp-1 inhibitor,-7,9,15,-3,-6,-5
DNMT1 block,9,2,-4,3,-10,-2

7. Cn1c(=O)[nH]c(=O)c2[nH]c(CN3CCN(C(=O)c4ccco4)CC3)nc21
8. COc1c2occc2c(OC)c2c(=O)cc(C(F)(F)C(F)(F)F)oc12
9. COc1ccc(CN2C(=NC(=O)C3CC3)SC3CS(=O)(=O)CC32)cc1OC (stereo unspecified)
10. O=C(CN1C(=O)NC2(CCCCC2)C1=O)N1CCN(c2ncccn2)CC1
11. O=C(COC(=O)c1ccc(S(=O)(=O)N2CCc3ccccc3C2)cc1)NC1CCS(=O)(=O)C1 (stereo unspecified)
12. O=C(COC(=O)c1ccc(Br)cc1)NC(=O)NCc1ccccc1
assay / entry,7,8,9,10,11,12
CendR NRP1 mod,11,0,5,-6,-14,-2
SUMO1 PPI mod,4,-1,-2,4,21,5
STEP inh,0,-2,0,1,2,1
SKN-1 inh,-8,6,8,-1,16,-2
NadD block,0,1,0,-1,0,-4
LMPTP inh,-3.5,0.7,0.3,-1.5,0.9,0.9
Neddylation inh,i,i,i,i,i,i
TbMetRS inhib,-1.5,-0.4,-0.2,0.1,-0.3,-0.1
Scp-1 inhibitor,-3,-7,-1,-4,11,-8
DNMT1 block,2,4,3,2,-2,-1

13. O=C(CSc1nc(-c2ccccc2)cc(C(F)(F)F)n1)NCc1ccco1
14. CCN1CCN(C(=O)c2[nH]c3ccc(OC)cc3c2C)CC1
15. CC1CCN(CCOc2cc(Cl)ccc2Cl)CC1
16. Cc1ccccc1Nc1nc(N)nc(CSc2nncn2C)n1
17. Cc1ccccc1C(=O)N/N=C1/SCC(=O)N1Cc1ccccc1
18. Cc1cccc2sc(NC(=O)CN(C)S(=O)(=O)c3cccs3)nc12
assay / entry,13,14,15,16,17,18
CendR NRP1 mod,-3,4,1,4,-8,-2
SUMO1 PPI mod,24,0,3,-1,1,2
STEP inh,5,0,2,2,-1,-2
SKN-1 inh,-2,-7,-19,3,-5,-16
NadD block,-1,-3,-8,-3,-5,-7
LMPTP inh,0.5,-0.9,-0.3,-1.4,-0.5,-0.2
Neddylation inh,i,i,i,i,i,i
TbMetRS inhib,0.3,0.1,0.3,-0.1,-0.4,-0.4
Scp-1 inhibitor,-5,-7,-3,-10,-1,-3
DNMT1 block,5,-1,-2,1,-1,-4

19. Cc1ccc(CNC(=O)Cc2ccc(-n3c(=O)[nH]c4ccsc4c3=O)cc2)cc1
20. COc1ccc(S(=O)(=O)Nc2ccc(Cc3ccncc3)cc2)cc1C
21. CCc1nc2ccc(C(=O)N(C)C(C)C)cn2c1N(CCC(C)C)CCN(C)C
22. Nc1cc(=O)[nH]c(N2CCN(c3ccccc3)CC2)n1
23. Cn1c(=O)c2c(O)c(Cc3ccccc3)c(=O)n(C)c2n(C)c1=O
24. CCOC(=O)N1CCN(C(=O)c2ccc(N(Cc3ccc(Cl)cc3)S(C)(=O)=O)cc2)CC1
assay / entry,19,20,21,22,23,24
CendR NRP1 mod,8,-3,3,8,-5,7
SUMO1 PPI mod,0,0,3,-1,4,6
STEP inh,-4,0,-1,7,2,-2
SKN-1 inh,8,8,17,1,19,-3
NadD block,-1,3,-2,-2,1,3
LMPTP inh,0.0,0.5,0.7,0.4,0.1,-1.4
Neddylation inh,i,i,i,i,i,i
TbMetRS inhib,-0.1,-0.7,-0.2,-0.5,-0.4,-0.3
Scp-1 inhibitor,-4,-5,/,1,-4,1
DNMT1 block,3,-3,0,-11,-7,-3

25. S=C1NCCNC(=S)NCCOCCOCCN1
26. O=C(COC(=O)c1ccco1)NC1CCCc2ccccc21 (stereo unspecified)
27. CN1C(=O)N(C)C(c2cccc([N+](=O)[O-])c2)C2=C1CCCC2=O (stereo unspecified)
28. CSCC[C@H](NC(=O)[C@@H]1Cc2c([nH]c3ccccc23)C2c3ccccc3C(=O)N21)C(=O)NCC1CCCO1 (stereo partly specified)
29. CCCCC[n+]1cccc2c3ccccc3ccc21
30. COc1ccccc1NC(=O)C/C(C)=N/NC(=O)C12CC3CC(CC(C3)C1)C2
assay / entry,25,26,27,28,29,30
CendR NRP1 mod,3,-11,11,10,11,8
SUMO1 PPI mod,0,2,-15,7,-18,-1
STEP inh,0,0,-2,-4,0,2
SKN-1 inh,-8,3,16,5,13,8
NadD block,-4,-6,4,4,23,-6
LMPTP inh,1.4,0.2,-0.8,-0.5,0.0,-0.4
Neddylation inh,i,i,i,i,/,i
TbMetRS inhib,0.6,-0.4,-0.3,1.0,-0.5,-0.2
Scp-1 inhibitor,-6,-8,-1,15,15,-5
DNMT1 block,-3,5,0,-8,9,-3

31. O=C(NCc1ccccc1Cl)c1nnc(CS(=O)(=O)c2ccccc2)o1
32. c1cc(-c2nnc3n2CCC3)[nH]n1
33. O=[N+]([O-])c1ccc(N/N=C\c2cccnc2)nc1
34. Cc1ccnc(NS(=O)(=O)c2ccc(NC(=O)COc3ccccc3)cc2)n1
35. Cc1ccc(S(=O)(=O)N2CCCCC2)cc1C(=O)c1nccn1C
36. COc1ccc(NC(=O)CC2(CC(=O)O)CCCC2)cn1
assay / entry,31,32,33,34,35,36
CendR NRP1 mod,3,-6,0,5,-3,2
SUMO1 PPI mod,-3,2,39,-2,3,3
STEP inh,-1,0,-1,-2,0,-1
SKN-1 inh,4,-3,0,-1,1,-22
NadD block,-9,-1,-6,-5,-5,2
LMPTP inh,-1.8,-2.0,7.8,0.5,-1.0,-1.3
Neddylation inh,i,i,i,i,i,i
TbMetRS inhib,-0.5,-0.9,-0.5,-0.8,-0.1,-1.0
Scp-1 inhibitor,-1,-2,-7,-4,3,0
DNMT1 block,3,1,4,2,1,7

37. O=C(C(c1ccccc1)C(O)(c1ccccc1)c1ccccc1)N1CCOCC1 (stereo unspecified)
38. CC(Sc1n[nH]c(N)n1)C(=O)Nc1cccc(S(=O)(=O)N2CCOCC2)c1 (stereo unspecified)
39. C=CCOc1ccc(C2/C(=C(/O)c3ccc(OC)cc3)C(=O)C(=O)N2CCN2CCNCC2)cc1 (stereo unspecified)
40. COc1cc(/C=N/NC(=O)C(C)Nc2n[nH]c(=O)[nH]c2=O)cc(OC)c1O (stereo unspecified)
41. CCOc1ccc2[nH]c(=O)c(CN(CCCN3CCOCC3)C(=O)Nc3ccc(F)cc3)cc2c1
42. O=c1nc(N2CCOCC2)ccn1Cc1ccc(Br)cc1
assay / entry,37,38,39,40,41,42
CendR NRP1 mod,0,4,-3,-6,-11,18
SUMO1 PPI mod,-3,5,0,-7,0,2
STEP inh,0,2,-2,0,0,-3
SKN-1 inh,-4,3,15,7,-1,-8
NadD block,-12,4,8,1,0,-3
LMPTP inh,0.0,-0.1,7.8,-2.3,1.0,-0.5
Neddylation inh,i,i,i,i,i,i
TbMetRS inhib,-0.3,-0.9,-0.8,-0.1,0.2,-0.7
Scp-1 inhibitor,-10,5,-12,-5,-4,-8
DNMT1 block,1,2,0,6,0,5

43. Oc1ccc(C(=S)N2CCCC2)cc1
44. CCOC(=O)COn1c(=O)c(C)[n+]([O-])c2ccccc21
45. COC(=O)c1ccc(COC(=O)CCc2nc(-c3ccccc3)c(-c3ccccc3)o2)cc1
46. COc1ccc(NC(=O)C2CCCN(S(=O)(=O)c3cccc4nonc34)C2)cc1 (stereo unspecified)
47. CCCCN1C(=O)/C(=C/C=C2/C=Cc3ccccc3N2CC)SC1=S
48. COc1ccc(N2CCN(C(=O)Cn3c(=O)[nH]c4ccsc4c3=O)CC2)cc1
assay / entry,43,44,45,46,47,48
CendR NRP1 mod,2,-18,-2,1,18,1
SUMO1 PPI mod,3,-9,0,-8,-39,2
STEP inh,8,0,38*,0,7,-4
SKN-1 inh,-2,15,10,11,6,-4
NadD block,-1,0,10,0,5,-4
LMPTP inh,-0.2,0.5,3.7,0.6,6.6,3.5
Neddylation inh,i,i,i,i,i,i
TbMetRS inhib,-0.4,-0.1,-0.1,0.1,0.6,-0.2
Scp-1 inhibitor,-5,-4,-13,-8,-10,1
DNMT1 block,1,-3,-10,4,3,3
